# PGC1a acetyl inh: inhibitors of PGC1a acetylation signal, primary screen, cell-based, U2OS, AlphaScreen, inhibitor mode | actives 0.17% (n = 350,000) | AlphaScreen anti-acetyl-lysine; with virally co-expressed GCN5 acetyltransferase | inhibition, % at 15.6 µM;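 active = every replicate shows inhibition of at least 40%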;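 also: 0% = neutral control wells and 100% = positive control wells; some results beyond the cut were filed as inactive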
# PglD inh: C. jejuni PglD acetyltransferase inhibitors, primary screen, biochemical, DTNB colorimetric, single point | purified PglD enzyme, DTNB colorimetric CoA detection | actives 0.098% (n = 360,000) | inhibition, % at 12.5 µM | AID 602405, 2012; in the data active = inhibition above about 16%, passing the limit was not always enough; also: strong numbers were not always called active
# E-sel inducer: E-selectin induction in HUVECs, primary screen, imaging, HUVEC, immunofluorescence imaging, single point. actives 0.37% (n = 260,000). AID 686992, 2013. activation, % at 7.58 µM. normalized: neutral wells 0, TNF-alpha wells 100;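 active = mean E-selectin-positive cell signal at least 10% of the positive control, reached in at least 60% of replicates, without over 20% cell loss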;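 also: in these data hits start at about 27%; measured in HUVEC primary endothelial cells; signal is the percent of cells scored E-selectin positive by PE staining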
# Target sequence (P16581 whole entry, looked up): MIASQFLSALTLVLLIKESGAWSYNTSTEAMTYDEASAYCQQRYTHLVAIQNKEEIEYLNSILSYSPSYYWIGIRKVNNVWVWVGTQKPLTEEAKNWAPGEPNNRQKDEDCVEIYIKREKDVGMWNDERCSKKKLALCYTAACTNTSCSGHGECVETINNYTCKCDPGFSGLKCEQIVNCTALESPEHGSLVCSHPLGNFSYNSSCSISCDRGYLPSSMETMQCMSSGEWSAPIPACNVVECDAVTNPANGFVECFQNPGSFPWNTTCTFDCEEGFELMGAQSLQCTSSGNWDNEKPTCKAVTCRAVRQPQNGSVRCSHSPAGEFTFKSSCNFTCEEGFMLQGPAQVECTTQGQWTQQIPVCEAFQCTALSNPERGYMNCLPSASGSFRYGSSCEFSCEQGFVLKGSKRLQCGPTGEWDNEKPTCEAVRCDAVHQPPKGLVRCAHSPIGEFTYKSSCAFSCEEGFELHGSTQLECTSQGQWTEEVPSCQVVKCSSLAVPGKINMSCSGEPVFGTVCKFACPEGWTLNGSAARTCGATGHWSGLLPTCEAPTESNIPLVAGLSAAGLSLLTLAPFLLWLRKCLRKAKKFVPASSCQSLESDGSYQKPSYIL
#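 Material: HUVEC primary endothelial cells; Amount: 3,000 cells per well; Dosing: single concentration; Medium: EGM-2 growth medium on 0.1% gelatin-coated wells; Read-out basis: percent E-selectin-positive cells; Signal: immunofluorescence imaging; Control set: TNF-alpha, DMSO.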
# RAD54 branch: inhibitors of human RAD54 branch migration, primary screen, biochemical, fluorescence, single point; inhibition, % at 10.4 µM; RAD54 Holliday junction branch migration, FAM/BHQ fluorescence; AID 602329, 2012; DNA repair and recombination protein RAD54-like (Homo sapiens), Q92698; actives 0.14% (n = 360,000);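 active = mean normalized replicate activity at least 40 and at least half of replicates scoring 40 or more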;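 also: 0% = median of neutral control wells and 100% = median of positive control wells; inhibitors cause a drop in the FAM fluorescence signal; in these data hits start at about 50%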
# Cneo AK release: Cryptococcus neoformans cell lysis inducers, primary screen, AK release luminescence, single concentration; lysis activity, % at 15 µM; C. neoformans lysis, adenylate kinase release luminescence, 4 h; normalised: neutral wells 0, clomiphene wells 100; actives 0.2% (n = 360,000); AID 651654, 2012;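 active = mean lysis activity across replicates of at least 80%, whatever share of replicates individually reach that level; inactive = mean lysis activity below 80%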
#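 Material: C. neoformans cells; Schedule: 4 h static compound exposure, 37 °C, read 1 h post-reagent; Measured by: adenylate kinase release luminescence; Read-out: signal increase indicating cell lysis; Controls: Clomiphene as positive lysis control.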
# RAD52 anneal inh: RAD52 DNA annealing inhibitors, primary screen, biochemical, FRET, single point, set 2; actives 0.46% (n = 360,000); recombinant RAD52 DNA annealing, FRET fluorescence; DNA repair protein RAD52 homolog (Homo sapiens), P43351; inhibition, % at 18.7 µM; AID 651710, 2012;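 active = every replicate showing at least 50% inhibition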
# Target sequence (P43351 whole entry, looked up): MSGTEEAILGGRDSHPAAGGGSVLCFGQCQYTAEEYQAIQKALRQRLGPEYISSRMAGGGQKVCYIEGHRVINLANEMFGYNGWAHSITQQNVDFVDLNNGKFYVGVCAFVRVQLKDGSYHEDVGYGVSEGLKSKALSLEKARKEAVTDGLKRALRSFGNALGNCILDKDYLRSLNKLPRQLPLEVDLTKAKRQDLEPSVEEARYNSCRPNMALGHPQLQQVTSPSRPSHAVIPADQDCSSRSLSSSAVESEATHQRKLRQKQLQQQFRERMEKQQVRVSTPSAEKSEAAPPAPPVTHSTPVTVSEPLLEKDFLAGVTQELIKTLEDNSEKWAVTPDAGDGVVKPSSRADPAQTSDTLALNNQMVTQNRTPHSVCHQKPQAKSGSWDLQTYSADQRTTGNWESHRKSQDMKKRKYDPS
# ERAP1 inh: human ERAP1 aminopeptidase inhibitors, primary screen, biochemical, single point, plate reader. actives 0.15% (n = 340,000). inhibition, % at 10.7 µM. recombinant ERAP1, Leu-AMC fluorescence, 60 min. AID 652197, 2013. Endoplasmic reticulum aminopeptidase 1 (Homo sapiens), Q9NZ08;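 active = mean replicate inhibition of at least 30%, or all replicates individually reaching that 30% level; inactive = mean below 30% and not every replicate reaching it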;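 also: 0% = neutral control wells and 100% = L-leucinethiol positive control wells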
# miR-122 sensor: miR-122 Renilla sensor signal increase in Huh7, primary screen, miR-122 inhibitor project, cell-based, single point, plate reader | actives 0.3% (n = 340,000) | AID 602342, 2012 | Huh7 miR-122 Renilla luciferase sensor, 48 h; neutral wells = 0, positive control = 100 | activation (reporter increase), % at 12.5 µM;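 active = mean replicate activation score at least 90 and every replicate individually at or above 90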;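 also: higher luciferase means less miR-122 activity so hits act as miR-122 inhibitors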
# * = called active by the depositor; x = not tested or not shown; & = joins results of further samples; [ ] = dose if it differs, or a comment.
SMILES,PGC1a acetyl inh,PglD inh,E-sel inducer,RAD54 branch,Cneo AK release,RAD52 anneal inh,ERAP1 inh,miR-122 sensor
COC(=O)c1c(NC(=O)C2CC=CCC2C(=O)O)sc(C(N)=O)c1C (configuration not stated),-2,3,x,-14,6,x,x,3
O=C(Nc1cccc(Cl)c1)c1nc[nH]c1C(=O)NCCCNC(=O)c1[nH]cnc1C(=O)Nc1cccc(Cl)c1,4,-6,0.1,-7,1,-19,-2,-5
CCn1c(=O)n(CC(=O)NCC2CCCO2)c(=O)c2c3c(sc21)COC(C)(C)C3 (configuration not stated),0,1,x,-7,0,-6,0,1
COc1cccc(NC(=O)c2cncs2)c1,-1,-4,x,0,0,-8,-3,-8
CC[C@@H]1C=C(C(=O)O)[C@H](c2ccc(Cl)cc2)N1S(=O)(=O)c1ccc(C)cc1,9,1,-0.3,-1,6,5,-8,0
C=CCN1C=CC=C/C1=C1\SC(=S)N(C)C1=O,-2,x,x,x,x,-18,6,-7
CCCC(=O)Nc1ccc(C(=O)NCC(=O)OCC)cc1,6,-3,x,-7,0,x,x,7
Oc1ccccc1N1CCN(CC(O)COC2CCCc3ccccc32)CC1 (configuration not stated),5,-2,0.0,-7,5,-8,-6,-6
Cc1ccc(S(=O)(=O)N[C@@H]2CC[C@@H](CCNS(=O)(=O)Cc3ccccc3)O[C@H]2CO)cc1,-15,3,0.3,2,1,-5,2,x
Cc1ccccc1NC(=O)CCS(=O)(=O)c1ccc(Br)s1,-26,7,x,7,-3,-10,1,-1
COC(=O)c1cc2ccccc2n1S(=O)(=O)c1ccccc1,-28,1,0.0,2,9,-10,1,-11
COc1cccc(C(C(=O)NC2CCCC2)N(CCC(C)C)C(=O)CCC(=O)Nc2cc(C)on2)c1 (configuration not stated),x,4,0.1,-1,0,-1,-2,-3
COc1ccc(C2NC(=O)NC(C)=C2C(=O)OC2CCCCC2)cc1OC (configuration not stated),1,2,x,-3,-1,-4,-1,-7
COc1ccc(-n2c(C)n[nH]c2=O)cc1,3,-2,x,-6,7,x,x,3
Cc1cc(-c2cccnc2)c(C#N)c(SCc2cccc(F)c2)n1,-17,-5,x,-18,0,x,x,-7
COc1cccc(-c2nc(CS(=O)(=O)CC(=O)NCCCN3CCN(C)CC3)c(C)o2)c1,7,-3,x,0,1,1,-2,-4
COC(=O)CSc1nc(-c2cccs2)ccc1C#N,-14,x,x,x,x,-45,4,0
CCOC(=O)COc1ccc2c(c1)C(=O)CC1(CCCCC1)O2,-7,3,x,0,1,x,x,-2
Cc1cccc(NS(=O)(=O)c2cccc(C(=O)N3CCN(C/C=C/c4ccccc4)CC3)c2)c1,-4,3,-0.8,6,-2,-31,0,2
C[C@@H]1CN([C@H](C)CO)C(=O)Cc2cc(NC(=O)CCCN(C)C)ccc2O[C@H]1CN(C)Cc1ccc(-c2ccccc2)cc1,10,0,x,12,22,73*,2,-9[16.7 µM]
Cc1nnc(SCc2ccc(F)cc2)n1NC/C=C/c1ccccc1,0,2,x,5,3,x,x,-7
Cc1ccc(-c2nnn(CC(=O)N(CC(=O)NC3CCCCC3)c3ccc(F)c(Cl)c3)n2)o1,x,-3,x,2,7,-20,1,x
CCCC#Cc1cnc2c(c1)C(=O)N([C@H](C)CO)C[C@@H](C)[C@@H](CN(C)C(=O)Cc1ccccc1)O2,2,2,0.1,6,1,-3,-3,-7[16.7 µM]
COC(=O)c1oc2c(c1C)C(=O)CC(C)(C)C2,6,4,x,-2,-6,-12,1,-4
O=C(NCC[C@H]1CC[C@@H](NS(=O)(=O)c2cccc(F)c2)[C@H](CO)O1)C1CCOCC1,11,0,-0.4,-12,0,0,0,x
COc1ccc(Cl)cc1C(=O)NCc1cnn(C)c1C,x,-1,x,-3,1,x,x,-3
CN(C)CCC(c1ccc(Br)cc1)c1ccccn1 (configuration not stated),-15&-6,0&3&-5,0.0&0.1&0.9,2&-1&4,0&1&-1,-1&10&-1,-1&-1&-1,-3&3&1
CC1(C)[C@@H](O)CC[C@]2(C)C3C(O)C=C4[C@H]5C[C@@](C)(CO)CC[C@]5(C)CC[C@]4(C)[C@]3(C)CC[C@@H]12 (some centres not stated),x,1,0.0,-2,-1,-10,0,-4
Cc1ccc(OCCC(=O)OCC(=O)Nc2ccccc2)cc1,x,-2,x,1,4,-3,1,-4
CCCCN1CC(N(C)CCN(C)C)CS1(=O)=O (configuration not stated),-6,-5,-1.5,-3,-1,-29,-3,-5
COc1ccc(S(=O)(=O)N2CCSC2c2ccccc2)cc1 (configuration not stated),-21,-2,x,10,-4,x,x,29
CN1CCN(c2nc3c(c(=O)n(C)c(=O)n3C)n2Cc2cccc(Br)c2)CC1,9,0,x,-6,1,-11,-3,-1
COc1ccc(Cl)cc1C(=O)OCC(=O)N(CC(C)C)c1c(N)n(Cc2ccccc2)c(=O)[nH]c1=O,1,-1,0.3,-2,7,-31,-7,-14
CCNC(=O)NC1(C(=O)N2CCC(Cc3ccccc3)CC2)CCCCC1,11,5,0.1,3,5,-21,1,-5
CCC(c1c(C)[nH]oc1=O)c1c(C)[nH]oc1=O,-10,-1,x,-5,3,x,x,15
CCC(Sc1ccc2nnc(-c3ccc(OC)c(OC)c3)n2n1)C(=O)O (configuration not stated),-3,-3,x,1,2,0,2,6
CC1CC(NS(=O)(=O)c2cccs2)CC(C)(C)C1 (configuration not stated),-265,0,x,-3,-5,-5,0,59
O=C(CNC(=O)c1ccc(Br)cc1)NCc1cccnc1,2,5,x,2,8,-6,-1,-5
CC1(C)Cc2c(cnn2-c2ccc(F)cc2)C(NC(=O)CCn2cncn2)C1 (configuration not stated),1,8,-0.1,6,-1,-7,0,-4
O=C(Nc1ccc(S(=O)(=O)Nc2cnc3ccccc3n2)cc1)c1ccc([N+](=O)[O-])cc1Cl,0,2,-0.1,3,0,-8,1,22
COc1ccc2c(c1)CSC(c1ccccc1)C2=O (configuration not stated),x,7,x,-11,-2,-30,1,-8
COc1ccc(OC)c(S(=O)(=O)Nc2ccccc2F)c1,-17,-3,x,4,-1,-5,0,60
Cc1ccccc1-c1ccc(C2[C@H]3CNC[C@@H]2N3C(=O)Nc2ccc(C(F)(F)F)cc2)cc1 (some centres not stated),1,x,0.1&0.6,x,x,48&18,1&4,x
CCOc1cc(C(=O)Nc2cc(=O)n(C)c(=O)n2C)cc(OCC)c1OCC,1,9,x,-1,-1,x,x,-9
CCCc1ccc(NS(=O)(=O)c2c(C)oc(C)c2C(=O)OC)cc1,-13,-1,-0.1,1,-3,-3,0,x

# Fetched one by one from the list above (4):
SMILES,PGC1a acetyl inh,PglD inh,E-sel inducer,RAD54 branch,Cneo AK release,RAD52 anneal inh,ERAP1 inh,miR-122 sensor
COc1ccc(-n2c(C)n[nH]c2=O)cc1,3,-2,x,-6,7,x,x,3
CC1CC(NS(=O)(=O)c2cccs2)CC(C)(C)C1 (configuration not stated),-265,0,x,-3,-5,-5,0,59
COc1cccc(NC(=O)c2cncs2)c1,-1,-4,x,0,0,-8,-3,-8
Oc1ccccc1N1CCN(CC(O)COC2CCCc3ccccc32)CC1 (configuration not stated),5,-2,0.0,-7,5,-8,-6,-6

# The list goes on:
SMILES,PGC1a acetyl inh,PglD inh,E-sel inducer,RAD54 branch,Cneo AK release,RAD52 anneal inh,ERAP1 inh,miR-122 sensor
Cc1cccc(C)c1OCCN1CCOCC1,2,-5,x,1,1,-1,-3,-1
CCS(=O)(=O)N1CCN(c2ccc(C(=O)N3CCOCC3)cc2[N+](=O)[O-])CC1,0,-1,-1.3,-4,-9,-4,-1,-16
COc1ccc(Br)cc1/C=N/n1c(COc2ccccc2)n[nH]c1=S,-3,-3,0.2,-1,0,10,1,-2
CCN(CC)CCOCCn1c(C)ccc1C,4,2,0.2,-37,-2,7,0,x
CCC1Oc2ccccc2N(CC(=O)NCCCN2CCN(Cc3ccccc3)CC2)C1=O (configuration not stated),x,2,x,0,3,-10,-3,2
CO[C@@H]1CN(C)C(=O)c2cc(NC(=O)c3ccccc3F)ccc2OC[C@H](C)N(CC2CCOCC2)C[C@@H]1C,10,-1,0.0,1,1,-1,0,x
COCCNC(=O)C(OC(=O)CC1Sc2ccccc2NC1=O)c1ccccc1 (configuration not stated),-1,-2,x,4,5,x,x,-8
Cc1ccc(S(=O)(=O)Nc2ccc3c(c2)CC(=O)N([C@H](C)CO)C[C@@H](C)[C@H](CN(C)S(=O)(=O)c2ccc(F)cc2)O3)cc1,13,-3,0.0,1,52,x,x,-9[16.7 µM]
CCc1cc(=O)oc2cc(OCC(=O)NCC3CCC(C(=O)O)CC3)ccc12 (configuration not stated),9,1,x,-8,-5,-6,-24,-12
CO[C@H]1CN(C)C(=O)c2ccc(NC(=O)C3CCOCC3)cc2OC[C@H](C)N(C(C)=O)C[C@@H]1C,-3,-2,-0.1,1,1,-3,2,x
CN(C)S(=O)(=O)c1ccc(C(=O)Nc2nnc(-c3ccco3)o2)cc1,-7,-11,x,-1,2,-24,8,1
COCC(=O)N1CC(=O)N2[C@H](CO)[C@@H](c3ccc(C#CC4CC4)cc3)[C@@H]2C1,2,x,0.2,x,x,-2,-5,x
C[C@@H]1CN([C@@H](C)CO)C(=O)c2cc(NC(=O)Nc3ccc4c(c3)OCO4)ccc2O[C@@H]1CN(C)Cc1ccc2c(c1)OCO2,-4,4,-0.2,2,-1,10,-1,18[16.7 µM]
CCCNC(=O)C[C@H]1CC[C@@H]2[C@H](COc3ccc(NC(=O)NCCC)cc3C(=O)N2C)O1,5,x,-0.1,x,x,8,2,x
CC(C)(C)c1cc(P(=O)(c2ccccc2)c2ccccc2)ccc1O,-5,x,0.5,x,x,-5,-4,x
C[C@@H]1CN([C@H](C)CO)C(=O)c2cc(NS(=O)(=O)c3ccc(F)cc3)ccc2O[C@@H](C)CCCCO[C@@H]1CN(C)S(=O)(=O)c1cn(C)cn1,x,-33,-0.1,-1,48,-42,0,16[16.7 µM]
Cn1cc(CCC(=O)N2CCCC(N3CCN(c4ccccc4F)CC3)C2)cn1 (configuration not stated),7,4,x,-13,-2,-10,-8,-2
Cc1noc(C)c1COc1cccc(C(=O)N2CCc3ccccc32)c1,-8,0,2.4,-10,1,-21,0,-8
Cc1ccc([C@@H]2CC(=O)[C@@H]3CN(S(=O)(=O)c4ccccc4C)[C@H](c4ccc(Cl)cc4)C[C@@H]3N2S(=O)(=O)c2ccc(C)cc2)cc1,-10,0,-0.1,2,1,-6,0,0
Cc1nc2sc(C(c3ccco3)N3CCc4ccccc4C3)c(O)n2n1 (configuration not stated),1,0,x,0,9,x,x,0
COc1ccc(CNCCS(=O)(=O)NCc2ccccc2)cc1,17,2,-0.1,5,3,-16,-2,-1
Cc1noc(C)c1NC(=O)Nc1ccc2c(c1)C(=O)N([C@@H](C)CO)C[C@H](C)[C@H](CN(C)CC1CCCCC1)OCCCC[C@H](C)O2,-6,1,0.1,-3,-2,9,0,-3[16.7 µM]

# Screening results: PubChem BioAssay, Broad Institute

# Rows are unselected; any-hit rate near 1.4%.
